Screens (PubChem)
MOR-DOR inv ag: inverse agonists of MOR-DOR heterodimerization, primary screen, cell-based, luminescence; Mu-type opioid receptor (Homo sapiens) + Delta-type opioid receptor (Homo sapiens), …; cell-based MOR-DOR heterodimer luminescence, inverse agonism; inhibition, % at 9.3 µM; 340,000 tested, 0.21% active; in the data active means inhibition above about 22%, passing the limit was not always enough;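 further: 0% = cells with DMSO and 100% = wells without cells with DMSO; values of inactives mirror those of a sister screen read the other way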
DAGLB inhibitor: DAGLB lipase inhibitors, primary screen, biochemical, fluorescence, HTS | HEK293T DAGLB membrane lysate, EnzChek fluorogenic substrate | inhibition, % at 5.17 µM | 340,000 tested, 0.059% active | AID 504411, 2011; in the data active means inhibition above about 34%;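 further: 0% = enzyme with vehicle and 100% = wells lacking enzyme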
Pemphigus Ab inh: inhibitors of pemphigus antibody binding to DSG3, primary screen, biochemical, bead-based, flow cytometry, scFv-GFP | Desmoglein-3 (Homo sapiens), P32926 | DSG3-coupled beads, scFv-anti-DSG3-GFP binding; active compounds read low | binding (percent of control), % at 10 µM | 310,000 tested, 0.48% active | AID 588358, 2011;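 active means binding more than 3 SD below its plate's average and above zero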;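 further: hits lower antibody fragment binding to DSG3; some compounds called inactive have numbers as strong as hits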
Target sequence (P32926 whole entry, looked up, the tested form may be a part): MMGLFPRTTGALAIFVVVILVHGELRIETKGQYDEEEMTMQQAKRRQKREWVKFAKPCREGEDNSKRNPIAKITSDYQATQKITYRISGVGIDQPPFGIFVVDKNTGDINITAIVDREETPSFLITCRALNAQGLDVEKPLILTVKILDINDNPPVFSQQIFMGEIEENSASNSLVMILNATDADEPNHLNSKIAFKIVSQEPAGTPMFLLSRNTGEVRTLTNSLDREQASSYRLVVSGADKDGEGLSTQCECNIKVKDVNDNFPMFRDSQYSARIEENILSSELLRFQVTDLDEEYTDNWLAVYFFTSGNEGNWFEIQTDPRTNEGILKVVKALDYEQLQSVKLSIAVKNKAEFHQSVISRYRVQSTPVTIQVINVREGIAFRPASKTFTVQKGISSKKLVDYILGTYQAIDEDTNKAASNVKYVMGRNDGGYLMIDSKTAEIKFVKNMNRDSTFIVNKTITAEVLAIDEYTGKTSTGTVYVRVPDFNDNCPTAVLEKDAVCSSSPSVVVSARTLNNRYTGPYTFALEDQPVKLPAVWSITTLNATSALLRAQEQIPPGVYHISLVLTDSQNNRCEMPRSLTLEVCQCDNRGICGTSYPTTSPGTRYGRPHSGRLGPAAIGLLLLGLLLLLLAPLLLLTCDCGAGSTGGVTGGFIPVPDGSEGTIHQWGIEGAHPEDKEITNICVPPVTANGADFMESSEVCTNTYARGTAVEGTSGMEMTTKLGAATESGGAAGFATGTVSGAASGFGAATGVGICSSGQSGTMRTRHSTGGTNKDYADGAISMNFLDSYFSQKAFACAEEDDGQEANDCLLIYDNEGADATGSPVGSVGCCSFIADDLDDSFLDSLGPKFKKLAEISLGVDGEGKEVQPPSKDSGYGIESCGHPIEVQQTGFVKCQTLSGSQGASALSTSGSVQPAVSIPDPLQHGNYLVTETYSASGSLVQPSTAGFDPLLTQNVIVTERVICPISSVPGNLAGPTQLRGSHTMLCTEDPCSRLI
PKA-R1A act: activators of PKA-R1A holoenzyme, primary screen, biochemical, fluorescence polarization, Cy5-IP20, bovine R1A, mouse PKAc | cAMP-dependent protein kinase type I-alpha regulatory subunit (Bos taurus) + … | PKA-R1A dissociation; scaled: DMSO 0%, 113 µM cGMP 100% | activation, % at 11.4 µM | 340,000 tested, 0.083% active | AID 504707, 2011;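 active means percent activation above the mean of all tested compounds plus 3 SD, cut at about 19% in these data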;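 further: higher means more PKAc released from R1A so a rise in polarization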
HTR5A ag: HTR5A agonists in luminescence cell assay, primary screen, counter-screen for OPRM1-OPRD1 heterodimer agonist project, full-deck HTS. 5-hydroxytryptamine receptor 5A (Homo sapiens), P47898. cell-based. activation, % at 9.3 µM. 340,000 tested, 0.61% active. AID 504692, 2011; in the data active means activation mostly above about 9.5%, no sharp cut-off; inactive means mostly below about 7.6%;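 further: 0% = cells with vehicle only and 100% = reference agonist; strong numbers were not always called active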
Arr AP2 block: inhibitors of beta-arrestin/AP2 binding, primary screen, biochemical, GPCR trafficking, flow cytometry. AID 504490, 2011. inhibition, % at 10 µM. 340,000 tested, 0.31% active. beta-arrestin 1 C-terminal peptide binding to AP2 beta2-adaptin appendage (human). FITC-arrestin peptide / GST-AP2 beads; AP2 beta2 appendage carries R879A mutation;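 active means inhibition above a set limit, near 3 SD of compounds lacking own fluorescence, cut at about 54% in these data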;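 further: plate controls were DMSO wells for no effect and 5 µM unlabelled arrestin peptide for full effect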
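System: GST-AP2 R879A bound to glutathione beads, E. coli-expressed. Also added: 50 nM FITC-arrestin peptide. Schedule: compound with beads 12 min RT, then probe 1 h RT. Signal: bead flow cytometry, FITC channel. Read-out basis: percent response.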
PKA-R2B act: activators of PKA-R2B holoenzyme, primary screen, biochemical, fluorescence polarization, Cy5-IP20, human; PKA-R2B holoenzyme dissociation; R2B truncated from residue 108, S112A mutant; 0% DMSO only, 100% 113 µM cGMP; activation, % at 11.4 µM; 340,000 tested, 0.079% active; AID 504700, 2011;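 active means activation above a cutoff set at the mean over all compounds plus 3 SD, cut at about 18% in these data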;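 further: higher means more holoenzyme dissociation and a rise in polarization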
V-ATPase pH: regulators of yeast V-ATPase proton pumping, primary screen, pHLuorin cytosolic pH fluorescence; S. cerevisiae; 350,000 tested, 0.37% active; response, % at 10 µM; in the data active means response mostly above about 7.3%, no sharp cut-off; inactive means mostly below about 5.4%; further: actives read high; inactives centre near 0; some compounds called inactive have numbers as strong as hits; reference of the scale not given here
OPRM1-OPRD1 ag: agonists of OPRM1-OPRD1 heterodimerization, primary screen, cell-based, luminescence. activation, % at 9.3 µM. 340,000 tested, 0.3% active. cells. Mu-type opioid receptor (Homo sapiens) + Delta-type opioid receptor (Homo sapiens), …; in the data active means activation above about 18%;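 further: 0% = vehicle-treated cells and 100% = reference agonist; values of inactives mirror those of a sister screen read the other way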
HTR5A inv ag: HTR5A inverse agonists in luminescence cell assay, primary screen, counter-screen for OPRM1-OPRD1 heterodimer inverse agonist project, full-deck HTS; HTR5A cell line, inverse agonism; inhibition, % at 9.3 µM; 340,000 tested, 0.083% active; 5-hydroxytryptamine receptor 5A (Homo sapiens), P47898; AID 504634, 2011; in the data active means inhibition mostly above about 23%, no sharp cut-off; inactive means mostly below about 18%;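 further: 0% = cells with DMSO and 100% = no-cell wells with DMSO; some compounds called inactive have numbers as strong as hits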
An asterisk follows results filed as active; · = not tested or not shown.

smiles	HTR5A ag	DAGLB inhibitor	Arr AP2 block	PKA-R2B act	V-ATPase pH	PKA-R1A act	HTR5A inv ag	MOR-DOR inv ag	OPRM1-OPRD1 ag	Pemphigus Ab inh
CC(=O)c1cc2c(s1)-c1cc(F)ccc1OC2	-1	-2	-5	-6	4	0	-12	10	-1.9	113
COc1ccc(C(=O)OCC(=O)NC(=O)NCc2ccccc2)cc1[N+](=O)[O-]	6	-1	9	7	1	-1	2	5	-1.2	97
O=S(=O)(Nc1cnc2ccccc2c1)N1CCCCCC1	3	-1	-1	-5	0	-1	7	1	-0.3	90
NNC(=O)c1ccc(Cn2cc(Br)cn2)o1	4	0	17	1	1	-10	14	-1	0.1	·
Cc1cccc(-c2nnc(SCC(=O)O)n2Cc2ccccc2)c1	4	0	12	8	-6	-9	-16	21	-4.5	110
COC(=O)c1ccccc1S(=O)(=O)Oc1ccc(-c2ccc(C(=O)O)cc2)cc1	-3	1	0	6	-2	-2	10	-1	0.1	96
CC(C)(C)NC(=O)C(c1ccccc1F)N(Cc1ccco1)C(=O)c1csnn1 (configuration not stated)	0	-1	25	-2	-3	-15	1	7	-1.4	84
Cc1nnc(-c2ccccc2)c(=O)n1/N=C/c1c(O)ccc2ccccc12	0	-10	4	-16	4	-8	10	0	0.1	107
CCCC(=O)N1CCCC(C(=O)c2cccc(OC(C)C)c2)C1 (configuration not stated)	-4	-2	14	14	-1	-12	14	-2	0.5	119
O=C(Nc1cccc2cccnc12)c1cccc2ccccc12	4	-9	7	-1	-1	-9	-4	-20	4.4	123
CC(C)[C@H](NC(=O)OCc1ccccc1)C(=O)OCC(=O)Nc1ccc(N2CCOCC2)cc1	0	1	-18	1	-1	-5	-1	4	-0.8	103
COc1ccccc1CNC(=O)CN1C(=O)NC2(CCCc3ccccc32)C1=O (configuration not stated)	-8	0	2	4	2	-9	20	13	-3.1	93
COc1ccc([N+](=O)[O-])cc1NC(=O)C(C)OC(=O)c1ccccn1 (configuration not stated)	-3	-1	-6	1	-1	-8	7	20	-4.0	102
CCOc1cccc(-c2nnc3sc(C4CCCCC4)nn23)c1	0	-6	-1	13	4	-3	-4	-17	3.4	104
O=S(=O)(Nc1nc2ccccc2nc1NCC1CCCO1)c1cccc(Cl)c1 (configuration not stated)	5	1	8	-8	6	-10	9	-3	0.5	101
CSC(=S)N/N=C/c1c[nH]c2ccccc12	6	3	-8	-22	0	-16	-12	-35	7.6	105
O=C(NCC(=O)N1CCN(S(=O)(=O)c2ccccc2C(F)(F)F)CC1)c1sc2ccccc2c1Cl	-4	-3	33	-7	-1	-5	10	15	-2.8	108
Cc1nn(C(CC(=O)O)C(=O)O)c(C)c1Br (configuration not stated)	-2	3	4	1	2	-1	-5	17	-3.1	86
O=C(Nc1ccc2ccccc2c1)c1cc(F)c(F)cc1Cl	-3	-5	27	2	2	7	9	-21	4.3	122
Cc1nonc1OCCN1CCN(c2ccc([N+](=O)[O-])cc2)CC1	0	1	-23	-3	0	-6	-28	7	-1.3	98
Cc1ccc(CNC(=O)CN(C)C2=NS(=O)(=O)c3ccccc32)cc1	4	-3	2	-2	6	-4	-9	1	-0.2	97
CC1CC(=O)C2=C(C1)Nc1ccccc1N=C2 (configuration not stated)	-1	0	-5	1	-2	4	2	13	-2.3	94
CC1=CCC(C(=O)O)(C(=O)N/N=C/c2cccs2)C(c2ccc(F)cc2)C1 (configuration not stated)	-6	1	0	-14	-2	-11	-48	-31	5.7	99
CC(C)N1CCc2c(sc(NC(=O)Cc3ccccc3)c2C#N)C1	5	0	-4	8	-5	-1	2	6	-1.1	131
CCc1ccc(C(=O)N/N=C/c2ccncc2)s1	2	-2	10	-3	3	3	-13	4	-0.8	90
O=C(NCCC1=CCCCC1)c1cc(S(=O)(=O)N2CCOCC2)c(Cl)cc1Cl	3	2	-9	-5	2	-4	-27	-22	4.1	102
CC1CCCCC1NC(=O)COCc1cc(-c2cccs2)on1 (configuration not stated)	-4	-3	-16	-10	4	-7	15	16	-3.3	100
O=C(c1ccc2c(c1)OCCO2)C1CCN(C(=O)c2ccc(F)cc2)CC1	0	0	6	-7	-4	0	-1	-28	5.4	114
Oc1ccc(-c2nccc(-c3ccc(Br)cc3)n2)cc1	4	-2	8	7	1	-2	-15	-3	0.6	101
COc1cc(C(=O)Nc2ccc(NC(=O)c3cccc(Cl)c3)nc2)cc(OC)c1OC	4	-1	24	-3	-2	-6	-10	-74	11	96
Cc1cccc2sc(NC(=O)CCNS(=O)(=O)c3cccc4nonc34)nc12	5	1	29	-1	0	14	-6	-8	1.6	·
COC(=O)Cn1c2[n+](c3ccccc31)CC(O)CS2 (configuration not stated)	-1	0	4	-1	3	-7	4	-1	0.1	100
COc1ccc(C(=O)N/N=C/c2ccccc2OC(=O)c2ccccc2)cc1	1	-4	26	-1	-2	1	-1	1	-0.3	97
CCOc1ccc(N2CC(C(=O)Nc3ccc(S(=O)(=O)NCC4CCCO4)cc3)CC2=O)cc1 (configuration not stated)	2	-1	5	2	-2	0	-7	10	-1.6	·
CCOC(=O)C1C(=O)CC(C)(O)C(C(=O)OCC)C1c1cccc(OC)c1 (configuration not stated)	3	-4	2	1	8	1	-7	-7	1.1	108
COc1ccccc1NC(=O)C(=O)N/N=C(\C)CC(=O)Nc1ccccc1C(F)(F)F	-2	-3	1	4	2	9	-1	3	-0.6	101
[N-]=[N+]=CC(=O)C(Cc1ccccc1)N1C(=O)c2ccccc2C1=O (configuration not stated)	-7	1	1	2	2	-12	8	-7	1.7	105
COC(=O)Cn1c(=O)cnc2ccccc21	-2	1	-6	-8	2	0	6	17	-2.9	103
O=C(Nc1nnc(Cc2ccccc2F)s1)c1ccccc1Cl	2	-2	6	8	1	4	-7	7	-1.5	133
Cc1ccccc1NC1=C/C(=N\S(=O)(=O)c2ccc(C(=O)O)cc2)c2ccccc2C1=O	-2	15	17	5	-4	1	5	-63	11	90
NC(=O)C1(N2CCCCC2)CCN(c2ccc3nnc(-c4ccccc4)n3n2)CC1	4	-6	8	3	2	-5	-13	-10	1.7	105
CCc1nnc(NC(=O)CN2CCN(c3ccccc3OC)CC2)s1	6	0	-2	14	0	-13	2	6	-1.0	99
Cc1cc2c(cc1S(=O)(=O)Nc1ccc(OC(F)(F)F)cc1)OCC(=O)N2	7	6	-12	-5	0	3	5	-17	3.4	78
Nc1nonc1C(=O)OCC(=O)c1ccc(Cl)cc1	-1	-1	27	0	-2	4	3	26	-4.9	99
COc1cc([N+](=O)[O-])c(OC)cc1SCc1n[nH]c(=S)n1-c1ccc(C)cc1	-6	3	2	-3	1	1	8	12	-2.3	122
CN(C)S(=O)(=O)c1ccc(C(=O)NNC(=O)c2ccccc2-n2cccc2)cc1	-1	-1	4	-6	-5	7	11	18	-4.6	100
O=C(NCc1ccccc1)C1CCCN(S(=O)(=O)c2ccc(Br)cc2)C1 (configuration not stated)	-3	-9	8	-11	1	-8	0	4	-0.8	·
COc1cc(C(=O)Nc2sc3c(c2C#N)CCN(C(C)=O)C3)cc(OC)c1OC	-3	-1	-5	-3	-3	-5	8	18	-3.3	102

Compounds listed so far that have a CF3 group:
smiles	HTR5A ag	DAGLB inhibitor	Arr AP2 block	PKA-R2B act	V-ATPase pH	PKA-R1A act	HTR5A inv ag	MOR-DOR inv ag	OPRM1-OPRD1 ag	Pemphigus Ab inh
O=C(NCC(=O)N1CCN(S(=O)(=O)c2ccccc2C(F)(F)F)CC1)c1sc2ccccc2c1Cl	-4	-3	33	-7	-1	-5	10	15	-2.8	108
COc1ccccc1NC(=O)C(=O)N/N=C(\C)CC(=O)Nc1ccccc1C(F)(F)F	-2	-3	1	4	2	9	-1	3	-0.6	101
Cc1cc2c(cc1S(=O)(=O)Nc1ccc(OC(F)(F)F)cc1)OCC(=O)N2	7	6	-12	-5	0	3	5	-17	3.4	78

(next part)
smiles	HTR5A ag	DAGLB inhibitor	Arr AP2 block	PKA-R2B act	V-ATPase pH	PKA-R1A act	HTR5A inv ag	MOR-DOR inv ag	OPRM1-OPRD1 ag	Pemphigus Ab inh
CC(C)COc1ccc(CNC(=S)NCc2ccccc2)cc1	2	-9	26	-2	0	-1	-5	-37	6.0	94
O=C(NC(=S)N(CC1CCC1)CC1CCCO1)c1cccc([N+](=O)[O-])c1 (configuration not stated)	-1	0	8	0	1	-16	16	16	-3.2	99
CCOc1ccc(C2N(c3ccc(F)cc3)C(=O)C3CCCN32)cc1OC (configuration not stated)	-4	0	11	11	3	-2	11	8	-1.5	114
O=C(CN1C(=O)CC(c2ccccc2)=Nc2ccccc21)NCc1ccco1	0	-2	-12	-7	0	-11	0	13	-2.2	102
N#Cc1ccc(-c2csc(NC(=O)c3ccc(N4C(=O)CCC4=O)cc3)n2)cc1	-2	2	2	-12	2	1	21	12	-2.3	89
COc1ccc(C2=Nn3c(nnc3C3CCCCC3)SC2)cc1OC	7	1	-3	-11	-2	-11	-7	-13	2.6	102
COc1ccc(NC(=O)N2CCCC2C(=O)NCc2cccs2)cc1 (configuration not stated)	0	-1	2	-1	0	13	19	18	-2.8	99
CCc1sc(NC(=O)c2cc3ccccc3oc2=O)nc1-c1cccs1	2	0	42	-2	-1	0	-4	13	-2.4	96
O=C(NNc1nc2c(F)cc(F)cc2s1)C1COc2ccccc2O1 (configuration not stated)	-1	0	-10	1	4	5	-8	7	-1.5	98
NC(=NC(=O)c1ccc(Cl)cc1)N1N=CCC1c1ccccc1 (configuration not stated)	4	-2	4	10	2	-1	-22	-14	3.0	-11*
COc1ccc(COc2ccc(C3C(S(=O)(=O)c4ccccc4)CON3C)cc2OC)cc1 (configuration not stated)	4	-1	8	-7	-1	1	-11	8	-1.6	98
O=C(CSc1ccc2nnc(-c3ccccn3)n2n1)Nc1ccccc1	1	-1	37	-11	0	0	9	11	-2.0	95
Cc1nn(C(=O)c2nn(C)cc2[N+](=O)[O-])c(C)c1Cl	3	0	3	-1	1	-14	-6	17	-3.3	100
